HSP90 refold inh: blocks HSP90-mediated luciferase refolding in reticulocyte lysate; Rabbit reticulocyte lysate, luciferase refolding luminescence, 3 h; inhibition, % at 5.6 µM; 290,000 tested, 0.91% active; AID 1789;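 active means inhibition above the screen-wide mean plus 3 SD, computed separately per campaign, cut at about 16% in these data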;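 further: 0% = DMSO wells and 100% = 60 µM geldanamycin wells; inhibitors lower the luminescence because luciferase stays unfolded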
HSF-1 act: increases HSF-1 driven luciferase reporter signal | NIH3T3-HGL HSF-1 luciferase reporter, MG132, 8 h; 100% = twice DMSO control signal | activation, % at 9 µM | 300,000 tested, 1.7% active | AID 504408;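 active means mean replicate activation of at least 50% with a set share of replicates each reaching 50%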;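 further: 0% = median of the neutral control wells and 100% = twice that signal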
GSK3A inh: blocks human GSK-3 alpha kinase | P49840 | ADP-Glo luminescence, 60 min | inhibition, % at 10 µM | 320,000 tested, 0.1% active | AID 2650;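 in the data active means inhibition above about 50%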;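 further: GST-tagged GSK-3 alpha with peptide substrate and 25 µM ATP; 0% = DMSO neutral wells and 100% = GW8510 positive control wells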
Target sequence (P49840 whole entry, looked up): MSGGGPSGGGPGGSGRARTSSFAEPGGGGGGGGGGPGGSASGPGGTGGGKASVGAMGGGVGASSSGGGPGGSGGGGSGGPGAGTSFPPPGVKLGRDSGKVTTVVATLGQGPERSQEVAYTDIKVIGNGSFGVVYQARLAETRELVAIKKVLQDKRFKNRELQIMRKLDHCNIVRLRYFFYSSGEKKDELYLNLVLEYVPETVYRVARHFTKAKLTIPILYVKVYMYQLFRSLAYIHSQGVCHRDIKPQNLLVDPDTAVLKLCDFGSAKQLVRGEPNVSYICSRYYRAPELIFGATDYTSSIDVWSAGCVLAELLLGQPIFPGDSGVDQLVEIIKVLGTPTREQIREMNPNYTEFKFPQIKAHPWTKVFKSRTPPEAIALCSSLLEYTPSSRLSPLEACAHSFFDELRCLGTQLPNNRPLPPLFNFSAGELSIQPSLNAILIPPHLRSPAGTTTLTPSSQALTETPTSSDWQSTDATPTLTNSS
AI-2 QS modul: modulators of Vibrio harveyi AI-2 quorum sensing system; 300,000 tested, 0.4% active; AID 2094; activity change, % at 7.5 µM; Vibrio harveyi JMH597 AI-2 luminescence/OD600 ratio, 9 h; active compounds read low; strain lacks LuxN and CqsS sensors; 0 = neutral-control median; in the data active means activity change below about -75%, passing the limit was not always enough;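 further: luminescence divided by OD600 gain over 9 h not by final OD600 alone; inactives centre near 13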
KLF5 inh: inhibitors of KLF5 expression; DLD-1 KLF5 promoter-luciferase reporter, luminescence; 290,000 tested, 0.23% active; inhibition, % at 5 µM;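 active means inhibition above a per-plate limit of that plate's mean compound inhibition plus 3 SD, cut at about 60% in these data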;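 further: 0% = DMSO wells and 100% = LY294002 at 200 µM; higher means less KLF5 promoter-driven luciferase light; inactives centre near -14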
IEC-6 cytotox: counter-screen for KLF5 inhibitors: cytotoxicity in IEC-6 cells; inhibition, % at 5 µM; IEC-6 cytotoxicity, luminescence viability; 290,000 tested, 0.78% active; in the data active means inhibition above about 22%;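 further: 0% = plate median of test compound wells and 100% = cytotoxic reference compound wells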
PolyA inhibitor: blocks polyadenylation in yeast reporter cells. AID 1875. 300,000 tested, 0.02% active. S. cerevisiae SKY197-pL101 polyadenylation reporter, beta-gal luminescence; efflux-impaired pdr1/pdr3 knockout yeast; score 100 = 6 SD above DMSO. calls only at 12 µM;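 active means lowest replicate activity score at least 50, where 100 means six control SD above control mean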;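 further: yeast exposed to compound for 9 h at 30 °C; higher score means more reporter readthrough which indicates perturbed polyadenylation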
GSK3B inh: inhibitors of human GSK3beta kinase; GST-GSK3beta kinase, ADP-Glo luminescence, 60 min; active compounds read low; AID 2097; 300,000 tested, 0.038% active; activity score (negative = inhibition), % at 10 µM; P49841;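 active means more than half of replicate wells score below -50%, meaning over 50% inhibition versus plate controls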;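 further: 0% = median DMSO wells and -100% = median GW8510 positive control wells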
Target sequence (P49841 whole entry, looked up): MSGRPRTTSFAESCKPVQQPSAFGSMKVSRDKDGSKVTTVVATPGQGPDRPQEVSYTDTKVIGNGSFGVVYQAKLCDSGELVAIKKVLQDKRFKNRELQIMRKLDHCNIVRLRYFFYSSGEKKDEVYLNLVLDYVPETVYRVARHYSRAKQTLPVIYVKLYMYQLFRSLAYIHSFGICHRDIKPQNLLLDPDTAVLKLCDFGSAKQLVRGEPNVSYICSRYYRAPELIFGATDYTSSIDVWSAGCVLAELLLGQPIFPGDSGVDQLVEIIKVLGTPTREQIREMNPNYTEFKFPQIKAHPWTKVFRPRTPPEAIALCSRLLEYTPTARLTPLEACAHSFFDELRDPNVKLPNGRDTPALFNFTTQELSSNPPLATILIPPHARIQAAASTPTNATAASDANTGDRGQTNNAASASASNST
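test system = GST-tagged human GSK3beta kinase, cell-free | reagent = 25 µM ATP with peptide substrate | dosing = one dose of 10 µM per compound | schedule = 60 min reaction, RT | detection = luminescent ADP-Glo measurement of ADP formed | control set = DMSO neutral wells and GW8510 at 20 µM as positive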
HSF1 inh: HSF1 inhibition; 300,000 tested, 0.77% active; NIH3T3-HGL HSE-luciferase, MG132-induced, luminescence 8 h; active compounds read low; AID 2098; activity change, negative = inhibition, % at 7.5 µM (by protocol);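 active means more than half of replicate wells show activity change below -50%, luminescence cut by over half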;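 further: luciferase reports HSF-1 transcriptional activity via heat shock element; 0% = median of DMSO wells and -100% = zero luminescence signal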
aSyn UTR inh: 5' untranslated region of α-synuclein, MLPCN primary screen; inhibition, % (tested at 7.5 µM); 300,000 tested, 0.82% active; alpha-synuclein 5'UTR reporter, inhibitor activity; in the data active means inhibition above about 60%;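 further: H4 neuroglioblastoma cells stably carrying SNCA 5'UTR luciferase fusion; 0% = DMSO wells and 100% = positive control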
Active calls of the source: *. An excerpt (hit frequency here may not be typical).

Results for Cc1nc2cc(NC(=O)CS(=O)(=O)c3ccccc3)ccc2s1 ?
HSF-1 act: 20; GSK3A inh: -1; AI-2 QS modul: -17; PolyA inhibitor: inactive; GSK3B inh: -1; HSF1 inh: 10; aSyn UTR inh: -57

Results for CN(C)C(=O)N1CCN(c2nc(-c3ccccc3)cs2)CC1 ?
HSP90 refold inh: -1; HSF-1 act: 9; GSK3A inh: 1; AI-2 QS modul: 13; KLF5 inh: -58; IEC-6 cytotox: -4; PolyA inhibitor: inactive; GSK3B inh: 4; HSF1 inh: 12; aSyn UTR inh: -192

What do the screens show for `Cc1ccc(/C=N/NC(=O)Cn2ccc(C(F)(F)F)n2)o1`?
HSP90 refold inh: 2; HSF-1 act: -2; GSK3A inh: -3; AI-2 QS modul: 12; KLF5 inh: 1; IEC-6 cytotox: 3; PolyA inhibitor: inactive; GSK3B inh: 1; HSF1 inh: -7; aSyn UTR inh: -8

What do the screens show for `Cc1ccccc1NC(=O)Cn1nc(C(F)(F)F)cc1C1CC1`?
HSP90 refold inh: 4; HSF-1 act: 11; GSK3A inh: -4; AI-2 QS modul: 17; KLF5 inh: -4; IEC-6 cytotox: -5; PolyA inhibitor: inactive; GSK3B inh: -3; HSF1 inh: -4; aSyn UTR inh: -5

How did Cc1ccc(C)c(CN2C(=O)c3ccccc3S(=O)c3ccc(C(=O)N4CCN(c5ccccn5)CC4)cc32)c1 (stereo unspecified) do in these assays?
HSP90 refold inh: 0; HSF-1 act: 9; AI-2 QS modul: 21; KLF5 inh: 33; IEC-6 cytotox: 5; PolyA inhibitor: inactive; GSK3B inh: 3; HSF1 inh: 4; aSyn UTR inh: -17

What do the screens show for `Cc1c(N(C(=O)c2ccccn2)C2(C(=O)NC3CCCCC3)CCCCC2)c(=O)n(-c2ccccc2)n1C`?
HSP90 refold inh: -1; HSF-1 act: -2; GSK3A inh: -2; AI-2 QS modul: 5; KLF5 inh: -10; IEC-6 cytotox: 0; PolyA inhibitor: inactive; GSK3B inh: 0; HSF1 inh: -13; aSyn UTR inh: -30

Results for COc1cccc(CN2CCC(Oc3ccc(C(=O)NCc4ccccn4)cc3)CC2)c1 ?
HSP90 refold inh: -4; HSF-1 act: -5; GSK3A inh: -1; AI-2 QS modul: 18; KLF5 inh: -24; IEC-6 cytotox: 6; PolyA inhibitor: inactive; GSK3B inh: -2; HSF1 inh: -2; aSyn UTR inh: 16

How did O=S(=O)(Cc1cccc(C(F)(F)F)c1)c1ncn[nH]1 do in these assays?
HSP90 refold inh: -2; HSF-1 act: -1; GSK3A inh: -3; AI-2 QS modul: 20; KLF5 inh: -9; IEC-6 cytotox: 3; PolyA inhibitor: inactive; GSK3B inh: 2; HSF1 inh: -6; aSyn UTR inh: -7

What do the screens show for `O=C(Nc1cccc(S(=O)(=O)N2CCCCCC2)c1)c1ccc2ccccc2n1`?
HSP90 refold inh: 3; HSF-1 act: 31; GSK3A inh: 1; AI-2 QS modul: 8; KLF5 inh: -11; IEC-6 cytotox: -2; PolyA inhibitor: inactive; GSK3B inh: -19; HSF1 inh: 12; aSyn UTR inh: -89

How did CCCc1n[nH]c2c1C(=O)CC(C)(C)C2 do in these assays?
HSP90 refold inh: -1; HSF-1 act: 0; GSK3A inh: -3; AI-2 QS modul: 13; KLF5 inh: -5; IEC-6 cytotox: 6; PolyA inhibitor: inactive; GSK3B inh: 1; HSF1 inh: -4; aSyn UTR inh: 19

Results for CCCN1CNc2c(c(=O)[nH]c(=S)n2CCc2ccccc2)C1 ?
HSP90 refold inh: 5; GSK3A inh: -1; AI-2 QS modul: 11; KLF5 inh: -15; IEC-6 cytotox: -1; GSK3B inh: -24

Results for COc1ccc(O)c(C(=O)c2cnc3c(c2)c(C)nn3CCO)c1 ?
HSP90 refold inh: 4; HSF-1 act: 6; GSK3A inh: -1; AI-2 QS modul: 18; KLF5 inh: 9; IEC-6 cytotox: 1; PolyA inhibitor: inactive; GSK3B inh: -1; HSF1 inh: 7; aSyn UTR inh: 10

What do the screens show for `Cc1cccc(C)c1-n1c(C)nn(CC2CC2)c1=O`?
HSP90 refold inh: -2; HSF-1 act: -5; GSK3A inh: 0; AI-2 QS modul: 10; KLF5 inh: 5; IEC-6 cytotox: -3; PolyA inhibitor: inactive; GSK3B inh: 0; HSF1 inh: -3; aSyn UTR inh: 7

Results for Cc1ccc(N(CC(=O)NC2CCCC2)C(=O)CNC(=O)c2cccs2)cc1C ?
HSP90 refold inh: -2; HSF-1 act: 4; GSK3A inh: -2; AI-2 QS modul: -7; KLF5 inh: -5; IEC-6 cytotox: 1; PolyA inhibitor: inactive; GSK3B inh: -1; HSF1 inh: -4; aSyn UTR inh: -8

What do the screens show for `CNC(=O)CSc1nc2ccccc2c(=O)n1C1CCCCC1`?
HSP90 refold inh: -2; HSF-1 act: 11; GSK3A inh: 5; AI-2 QS modul: 7; KLF5 inh: -13; IEC-6 cytotox: 0; PolyA inhibitor: inactive; GSK3B inh: -4; HSF1 inh: -5; aSyn UTR inh: 30

Results for C/C(=N\Nc1ccc(C(F)(F)F)cc1[N+](=O)[O-])C(C)C ?
HSP90 refold inh: -5; HSF-1 act: -1; GSK3A inh: 0; AI-2 QS modul: 31; KLF5 inh: -10; IEC-6 cytotox: 0; PolyA inhibitor: inactive; GSK3B inh: 1; HSF1 inh: -8; aSyn UTR inh: 9

How did CCOC(=O)C(NC(C)=O)C(=O)Nc1ccc(C(C)C)cc1 (stereo unspecified) do in these assays?
HSP90 refold inh: 4; HSF-1 act: 26; GSK3A inh: 0; AI-2 QS modul: 21; KLF5 inh: -17; IEC-6 cytotox: 3; PolyA inhibitor: inactive; GSK3B inh: 3; HSF1 inh: 3; aSyn UTR inh: 12

What do the screens show for `CN1C(=O)S/C(=C/c2cccn2-c2cccc(C(=O)O)c2)C1=O`?
HSP90 refold inh: 0; HSF-1 act: 6; GSK3A inh: 1; AI-2 QS modul: 30; KLF5 inh: -27; IEC-6 cytotox: -4; PolyA inhibitor: inactive; GSK3B inh: 1; HSF1 inh: -2; aSyn UTR inh: 4

Results for COc1ccc(S(=O)(=O)NCc2ccccn2)c(Cl)c1Cl ?
HSP90 refold inh: 1; HSF-1 act: 2; GSK3A inh: -1; AI-2 QS modul: 35; KLF5 inh: -32; IEC-6 cytotox: -1; PolyA inhibitor: inactive; GSK3B inh: -1; HSF1 inh: 2; aSyn UTR inh: 6

How did Cc1ccc(OCC(=O)N2CCN(C(=O)c3ccncc3)CC2)cc1 do in these assays?
HSP90 refold inh: 1; HSF-1 act: 26; GSK3A inh: 1; AI-2 QS modul: 2; KLF5 inh: 7; IEC-6 cytotox: -2; PolyA inhibitor: inactive; GSK3B inh: 1; HSF1 inh: -7; aSyn UTR inh: 0

How did CCNc1ccc(S(=O)(=O)N(C)C)cc1NCC(=O)Nc1ccc(Br)cc1F do in these assays?
HSP90 refold inh: -3; HSF-1 act: -4; AI-2 QS modul: 14; KLF5 inh: -25; IEC-6 cytotox: -1; PolyA inhibitor: inactive; GSK3B inh: -26; HSF1 inh: -7; aSyn UTR inh: 28

What do the screens show for `COc1ccccc1NS(=O)(=O)c1ccc(N/N=C(\C)C(C)C)c([N+](=O)[O-])c1`?
HSP90 refold inh: 3; HSF-1 act: 17; GSK3A inh: -2; AI-2 QS modul: 35; KLF5 inh: -14; IEC-6 cytotox: 3; PolyA inhibitor: inactive; GSK3B inh: 3; HSF1 inh: 2; aSyn UTR inh: 11

Results for N=c1c(C(=O)NCCc2ccccc2)cc2c(=O)n3ccccc3nc2n1CCCN1CCOCC1 ?
HSP90 refold inh: -2; HSF-1 act: 3; GSK3A inh: 0; KLF5 inh: 2; IEC-6 cytotox: 7; PolyA inhibitor: inactive; HSF1 inh: -1; aSyn UTR inh: -13

Results for c1cncc(-c2nc3ccccc3s2)c1 ?
HSP90 refold inh: -1; HSF-1 act: 33; GSK3A inh: 0; AI-2 QS modul: 17; KLF5 inh: -71; IEC-6 cytotox: 2; PolyA inhibitor: inactive; GSK3B inh: 1; HSF1 inh: 20; aSyn UTR inh: -148

What do the screens show for `Cc1nonc1NC(=O)CSc1nc2cc(Cl)ccc2c2c1CCCC2`?
HSP90 refold inh: 5; HSF-1 act: -5; GSK3A inh: -2; AI-2 QS modul: 18; KLF5 inh: 12; IEC-6 cytotox: 1; PolyA inhibitor: inactive; GSK3B inh: 4; HSF1 inh: 2; aSyn UTR inh: 7

How did O=C(CCc1ccccc1)Nc1nnc(-c2ccccn2)o1 do in these assays?
HSP90 refold inh: 4; HSF-1 act: -4; GSK3A inh: -1; AI-2 QS modul: 15; KLF5 inh: 3; IEC-6 cytotox: -1; PolyA inhibitor: inactive; GSK3B inh: 0; HSF1 inh: -7; aSyn UTR inh: -3

Results for Cc1ccc(S(=O)(=O)NCCC(=O)OCC(=O)N2CCCC2=O)cc1 ?
HSF-1 act: -5; GSK3A inh: -1; AI-2 QS modul: 24; PolyA inhibitor: inactive; GSK3B inh: 2; HSF1 inh: 2; aSyn UTR inh: -10

How did Cc1ccc(-n2c(Cn3nc(C(F)(F)F)cc3C)n[nH]c2=S)cc1 do in these assays?
HSP90 refold inh: 0; HSF-1 act: -2; GSK3A inh: -2; AI-2 QS modul: 29; KLF5 inh: -42; IEC-6 cytotox: -4; PolyA inhibitor: inactive; GSK3B inh: 7; HSF1 inh: 0; aSyn UTR inh: 13

How did Cc1nnc(NC(=O)c2ccccc2Br)s1 do in these assays?
HSP90 refold inh: -1; HSF-1 act: 18; GSK3A inh: -2; AI-2 QS modul: 46; KLF5 inh: -35; IEC-6 cytotox: -2; PolyA inhibitor: inactive; GSK3B inh: -2; HSF1 inh: 3; aSyn UTR inh: -41

Results for CC(=O)N=C1SC2CS(=O)(=O)CC2N1c1cccc(Cl)c1Cl (stereo unspecified) ?
HSP90 refold inh: 1; HSF-1 act: 6; GSK3A inh: -2; AI-2 QS modul: 15; KLF5 inh: -16; IEC-6 cytotox: 6; PolyA inhibitor: inactive; GSK3B inh: 1; HSF1 inh: -5; aSyn UTR inh: 0

Results for CCN1CCN(CC(=O)Nc2ccc(Cl)c(Cl)c2)C(=O)C1=O ?
HSP90 refold inh: -1; HSF-1 act: -13; GSK3A inh: 1; AI-2 QS modul: -65; KLF5 inh: -10; IEC-6 cytotox: 3; PolyA inhibitor: inactive; GSK3B inh: -2; HSF1 inh: -1; aSyn UTR inh: 13

2 records drawn at random from the list so far, as already listed:
How did Cc1ccc(C)c(CN2C(=O)c3ccccc3S(=O)c3ccc(C(=O)N4CCN(c5ccccn5)CC4)cc32)c1 (stereo unspecified) do in these assays?
HSP90 refold inh: 0; HSF-1 act: 9; AI-2 QS modul: 21; KLF5 inh: 33; IEC-6 cytotox: 5; PolyA inhibitor: inactive; GSK3B inh: 3; HSF1 inh: 4; aSyn UTR inh: -17

Results for c1cncc(-c2nc3ccccc3s2)c1 ?
HSP90 refold inh: -1; HSF-1 act: 33; GSK3A inh: 0; AI-2 QS modul: 17; KLF5 inh: -71; IEC-6 cytotox: 2; PolyA inhibitor: inactive; GSK3B inh: 1; HSF1 inh: 20; aSyn UTR inh: -148
